# Assay outcomes as filed in PubChem BioAssay.
# ERp5 block = blocks human ERp5 reductase activity on insulin; ERp5 insulin aggregation, absorbance 650 nm, 90 min; inhibition, % at 9.99 µM; 350,000 compounds, 0.05% hits; Q15084;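 active = mean replicate inhibition above about 25%, with every replicate also reaching it, limit read from the data, passing the limit was not always enough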
# Target sequence (Q15084 whole entry, looked up): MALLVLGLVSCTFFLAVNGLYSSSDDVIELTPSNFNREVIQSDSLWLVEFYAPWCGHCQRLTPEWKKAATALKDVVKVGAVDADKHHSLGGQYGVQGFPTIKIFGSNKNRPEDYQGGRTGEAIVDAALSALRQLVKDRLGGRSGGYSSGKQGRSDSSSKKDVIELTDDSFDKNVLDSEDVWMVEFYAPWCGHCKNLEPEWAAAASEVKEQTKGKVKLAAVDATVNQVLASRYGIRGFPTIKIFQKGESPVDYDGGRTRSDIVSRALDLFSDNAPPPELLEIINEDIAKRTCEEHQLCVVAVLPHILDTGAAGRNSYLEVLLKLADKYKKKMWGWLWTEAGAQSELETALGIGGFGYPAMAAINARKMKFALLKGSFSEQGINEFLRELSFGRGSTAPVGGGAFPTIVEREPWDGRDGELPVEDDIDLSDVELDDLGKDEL
# * marks the source's active call; other numbers are inactive results. These rows are one share of the data; rates above refer to the full screens.
CCCN1CCCCC(NC(=O)OC(C)(C)C)C1=O (stereo not drawn)
  ERp5 block: -1

COC(=O)C1=C(C)NC(C)=C(C(=O)OC)C(N2C(=O)CCC2=O)C1 (stereo not drawn)
  ERp5 block: 5

COc1ccc(OC)c(CN2C(=O)CCC2(C)c2nnnn2Cc2ccccc2)c1 (stereo not drawn)
  ERp5 block: 3

O=C(/C=C(\Nc1ccc(Cl)c(Cl)c1)c1ccccc1)c1ccccc1
  ERp5 block: -7

COc1ccc(C2=Nc3ccccc3N(C(=O)c3ccc4c(c3)OCO4)C2C(=O)Nc2c(C)cccc2C)cc1 (stereo not drawn)
  ERp5 block: 4

O=C(NCc1ccccc1)[C@@H]1CCCN1C(=O)[C@H]1CCCN1C(=O)c1cc(F)cc(F)c1
  ERp5 block: -3

C[C@@H]1CCCCO[C@H](CN(C)S(=O)(=O)c2cccs2)[C@@H](C)CN([C@@H](C)CO)C(=O)c2cc(NS(=O)(=O)c3cccs3)ccc2O1
  ERp5 block: 3

Nc1[nH]c(=O)ncc1-c1ccc([N+](=O)[O-])cc1
  ERp5 block: -1

COC(=O)c1cc2c(c3c4ccccc4n(S(=O)(=O)c4ccccc4)c13)C(=O)N(Cc1ccco1)C2
  ERp5 block: 0

COc1ccc2c3c(n(C)c2c1)[C@@H](CO)N(C(=O)c1ccc(F)cc1)CC31CCN(C(C)=O)CC1
  ERp5 block: 6

# Reprinted at random: three records from the list
C[C@@H]1CCCCO[C@H](CN(C)S(=O)(=O)c2cccs2)[C@@H](C)CN([C@@H](C)CO)C(=O)c2cc(NS(=O)(=O)c3cccs3)ccc2O1
  ERp5 block: 3

COC(=O)c1cc2c(c3c4ccccc4n(S(=O)(=O)c4ccccc4)c13)C(=O)N(Cc1ccco1)C2
  ERp5 block: 0

O=C(NCc1ccccc1)[C@@H]1CCCN1C(=O)[C@H]1CCCN1C(=O)c1cc(F)cc(F)c1
  ERp5 block: -3

# Additional structures.
O=C(NCc1ccccc1)[C@@H]1CCCN1C(=O)[C@H]1CCCN1C(=O)c1cccs1
  ERp5 block: 12

COC(=O)[C@]12C[C@H](CC(=O)N3CCN(C(=O)c4ccco4)CC3)C(=O)N(CCC3=CCCCC3)C1=C[C@H](C(C)(C)C)O[C@@H]2C
  ERp5 block: 1

CCCCCCCCN1C(=O)[C@@H](CC(=O)N2CCN(C(=O)C3CC3)CC2)C[C@@]2(C(=O)OC)C1=C[C@H](C1CCCC1)O[C@@H]2C
  ERp5 block: 3

O=c1c(-c2cccnc2)nc2ccccc2n1C(CCc1ccccc1)c1nc2ccccc2[nH]1 (stereo not drawn)
  ERp5 block: 2

CC1=C(C(=O)N2CCCCCC2)CC(CC(=O)NCCCN(C)C)C(=O)N1Cc1ccc(C(C)(C)C)cc1 (stereo not drawn)
  ERp5 block: 8

COC(=O)[C@]12C[C@H](CC(=O)NCc3cccc4ccccc34)C(=O)N(Cc3ccccc3)C1=C[C@H](C(C)(C)C)O[C@@H]2C
  ERp5 block: 7

COC(=O)c1ccc(C23CC4(C2)[C@H](CN(Cc2ccc(-c5ccccc5)cc2)[C@@H]4c2ccccc2)C3c2ccc(Cl)nc2)cc1 (stereo partly drawn)
  ERp5 block: -2

C[C@@H]1CN([C@@H](C)CO)C(=O)c2cc(NC(=O)Cc3ccccc3)ccc2O[C@@H](C)CCCCO[C@@H]1CN(C)C(=O)Nc1ccc2c(c1)OCO2
  ERp5 block: -1

CCCn1cc(C(=O)Nc2ccc(Oc3cccnc3)cc2)c2ccccc21
  ERp5 block: 0

CCCC(=O)Nc1c(-c2ccccc2)c(=O)c(C)nn1-c1ccc(Cl)cc1
  ERp5 block: -38

Cc1cnc(-c2nc3ccccc3n2C(C(=O)NC(C)(C)C)c2cc3ccccc3o2)cn1 (stereo not drawn)
  ERp5 block: 1

COc1cc(CCC(C)=O)ccc1OC(=O)c1c(-c2c(F)cccc2Cl)noc1C
  ERp5 block: 5

COC(=O)c1cc2c(c3c4cc(F)ccc4n(S(=O)(=O)c4ccccc4)c13)C(=O)N(Cc1ccccc1OC)C2
  ERp5 block: -2

CN(Cc1ccccc1)C(=O)C1CCN(S(=O)(=O)c2cc([N+](=O)[O-])ccc2Cl)CC1
  ERp5 block: 1

CC(C)[C@H](NC(=O)OC(C)(C)C)c1cc(C(=O)NCCc2c[nH]c3ccccc23)c(N)s1
  ERp5 block: 0

Cc1cc(N2CCN(C(=O)OC(C)(C)C)C[C@H]2C)ccc1N1CCS(=O)(=O)CC1
  ERp5 block: -1

CCCCCCCCN1C(=O)[C@H](CC(=O)N2CCSCC2)C[C@@]2(C(=O)OC)CC(C)(C)CC=C12
  ERp5 block: -1

CCCCNC(=O)c1nc(-c2cc3ccccc3[nH]2)oc1-c1ccccc1
  ERp5 block: 2

COC(=O)Cn1ccnc1[N+](=O)[O-]
  ERp5 block: -1

COCCn1c(C(=O)N(C)C)cc2c1C[C@H]1CN(C(=O)c3ccccc3)[C@@](Cc3ccc(F)cc3)(C(=O)OC)[C@@H]21
  ERp5 block: -2

CCOC(=O)Cc1csc2nc(-c3ccccc3)cn12
  ERp5 block: 1

Cc1[nH]c2ccccc2c1CC(=O)Nc1ccc(Nc2ccncc2)cc1
  ERp5 block: 1

COc1ccc(S(=O)(=O)N(C)C[C@@H]2Oc3ccc(NC(=O)CCCCCC(=O)Nc4ccccc4N)cc3C(=O)N([C@H](C)CO)C[C@H]2C)cc1
  ERp5 block: -7

CC(C)(C)NC(=O)C(c1cc2ccccc2o1)n1c(=O)c(-c2cc3ccccc3[nH]2)nc2ccccc21 (stereo not drawn)
  ERp5 block: 5

COc1ccc(NC(=O)C(c2ccncc2)n2c(=O)c(-c3ccco3)nc3ccccc32)cc1 (stereo not drawn)
  ERp5 block: -3

C=C1C(=O)OC2C1CCC(C)=CCCC1(C)OC21 (stereo not drawn)
  ERp5 block: 5

CC(C)NC(=O)N(C)C[C@H]1Oc2c(NC(=O)CCCCCC(=O)Nc3ccccc3N)cccc2C(=O)N([C@H](C)CO)C[C@@H]1C
  ERp5 block: -6

COC(=O)C1=C(C)N(C)C(=NCC2CC2)NC1c1cccc(Cl)c1 (stereo not drawn)
  ERp5 block: -4

C#CCNC(=O)C[C@H]1C[C@@]2(C(=O)OC)C(=C[C@H](C(C)(C)C)O[C@@H]2C)N(CCCCCCCC)C1=O
  ERp5 block: -2

CCCCCCN(C(=O)CCCCCN1C(=O)NC(c2ccc(-c3ccccc3)cc2)C(C(=O)OCc2ccccc2)=C1C)C(C(=O)NCCCC)c1ccccc1 (stereo not drawn)
  ERp5 block: 5

COC(=O)C1=C(C)N(Cc2ccccc2C(F)(F)F)C(=NCc2cc(OC)c(OC)c(OC)c2)NC1CCc1ccccc1 (stereo not drawn)
  ERp5 block: 9

Cc1ccc(NC(=O)OCCN(C)C(=O)Nc2ccc(C)cc2C)c(C)c1
  ERp5 block: -1

COC(=O)[C@]12C[C@H](CC(=O)NCC34CC5CC(CC(C5)C3)C4)C(=O)N(Cc3ccc4c(c3)OCO4)C1=C[C@H](COCc1ccccc1)O[C@@H]2C
  ERp5 block: -1

C[C@H]1CCCCO[C@@H](CN(C)C(=O)Nc2cccc3ccccc23)[C@@H](C)CN([C@@H](C)CO)C(=O)c2cc(NC(=O)c3ccncc3)ccc2O1
  ERp5 block: 6

COc1cc(C(=O)NC2CCCCN(C)C2=O)cc(OC)c1OC (stereo not drawn)
  ERp5 block: 1

Cc1noc(C)c1NC(=O)Nc1ccc2c(c1)CC(=O)N([C@@H](C)CO)C[C@H](C)[C@H](CN(C)Cc1ccc(C(=O)Nc3ccccc3N)cc1)O2
  ERp5 block: 7

CSCCC(C(=O)NC(C)(C)C)n1c(-c2ccc(C)cc2)nc2ccccc21 (stereo not drawn)
  ERp5 block: 1

COC(=O)[C@]12C[C@H](CC(=O)N3CCN(C(=O)C4CC4)CC3)C(=O)N(Cc3ccccc3)C1=C[C@H](C1CCCC1)O[C@@H]2C
  ERp5 block: -2

COC(=O)[C@@]1(Sc2ccc(OC)cc2)CC(=O)N[C@@H]1c1ccccc1
  ERp5 block: 1

Cc1ccc(C(=O)NC2CCCCN(C)C2=O)cc1 (stereo not drawn)
  ERp5 block: 0

# 5 entries from above in a different format.
ERp5 block | SMILES
9 | COC(=O)C1=C(C)N(Cc2ccccc2C(F)(F)F)C(=NCc2cc(OC)c(OC)c(OC)c2)NC1CCc1ccccc1 (stereo not drawn)
-1 | Cc1ccc(NC(=O)OCCN(C)C(=O)Nc2ccc(C)cc2C)c(C)c1
-1 | COC(=O)[C@]12C[C@H](CC(=O)NCC34CC5CC(CC(C5)C3)C4)C(=O)N(Cc3ccc4c(c3)OCO4)C1=C[C@H](COCc1ccccc1)O[C@@H]2C
6 | C[C@H]1CCCCO[C@@H](CN(C)C(=O)Nc2cccc3ccccc23)[C@@H](C)CN([C@@H](C)CO)C(=O)c2cc(NC(=O)c3ccncc3)ccc2O1
1 | COc1cc(C(=O)NC2CCCCN(C)C2=O)cc(OC)c1OC (stereo not drawn)

# Going on with the list.
compound,ERp5 block
Cc1cc(C)n2c(NC3CCCCC3)c(-c3ccccn3)nc2n1,-2
CCCCCn1c(C)c(CC(=O)Nc2ccc(Oc3cccnc3)c(C)c2)c2ccccc21,-4
CSc1nc2c(=O)[nH]cnc2s1,-3
COc1ccccc1C(=O)N1O[C@]23C=C[C@]14C[C@@H](O)CC[C@]4(C)C2CC[C@]1(C)[C@@H]([C@H](C)/C=C/[C@H](C)C(C)C)CC[C@H]13 (stereo partly drawn),-3
CCCCCCc1ccc(-c2ccc(C#N)cc2)cc1,0
C[C@@H]1CCCCO[C@@H](CN(C)Cc2ccc(C(=O)Nc3ccccc3N)cc2)[C@@H](C)CN([C@H](C)CO)C(=O)c2cc(NS(=O)(=O)c3ccc(Cl)cc3)ccc2O1,10
COC(=O)c1ccccc1,-1
Cc1cc2nc(-c3cccc(Br)c3)c(Cc3ccsc3)n2c(C)c1Br,2
COC(=O)[C@]12C[C@H](CC(=O)NCCC(C)C)C(=O)N(Cc3ccccc3)C1=C[C@H](C(C)C)O[C@@H]2C1CC1,-3
Cn1c(N)c(C(=O)CCc2ccccc2)c(=O)n(C)c1=O,3
Fc1cccc(F)c1C(Nc1nncs1)Nc1nncs1,6
COc1cc(CN2CC3(CN(C(=O)NC(C)C)C3)c3c(n(C)c4cc(OC)ccc34)[C@H]2CO)cc(OC)c1,-5

# New compounds follow:
compound,ERp5 block
CCCC(=O)N1CC2(CCN(C(=O)NC(C)C)CC2)c2c([nH]c3cc(OC)ccc23)[C@@H]1CO,0
CCN(Cc1cc(OC)c(OC)c(OC)c1)S(=O)(=O)c1ccccc1Br,7
CC(C)C[C@@H](COCc1ccc(F)cc1)N1CCN(C(=O)c2cccc(C(F)(F)F)c2)CCC1=O,-2
CCCCCNC(=O)C(c1cccc2ccccc12)n1c(=O)c(-c2ccco2)nc2ccccc21 (stereo not drawn),5
COC(=O)[C@@]12C[C@@H](CC(=O)N3CCCCC3)C(=O)N(CCc3ccc(OC)c(OC)c3)C1=CCC(C)(C)C2,-3
O=C(NCc1ccccc1)C(C1CC1)n1c(Cc2cc(F)cc(F)c2)nc2ccccc21 (stereo not drawn),1
Cc1ccc(NC(=O)N2c3ccccc3SC2c2ccco2)c(C)c1 (stereo not drawn),-1
COC(=O)C1(F)C(=O)NC(=O)NC1OC (stereo not drawn),2
CCCCCNC(=O)C(c1ccc(-c2ccccc2)cc1)n1c(=O)c(-c2ccccc2)nc2ccccc21 (stereo not drawn),-2
COc1ccc(CN2C(=O)CCC2(C)c2nnnn2-c2ccc3c(c2)OCCO3)cc1 (stereo not drawn),2
CC(=O)N(Cc1ccccc1)c1nccs1,2
C#CCN(Cc1cccc(F)c1)C(=O)c1nnc2c3cc(F)ccc3n(S(=O)(=O)c3ccc(OC)cc3)c2n1,5

# Next section
compound,ERp5 block
COc1ccc(C(=O)NCC2CCN(C(=O)C(=O)c3cccs3)CC2)cc1,-2
O=C(c1ccc(F)cc1)C1CCN(CCCn2c(=O)[nH]c3ccccc32)CC1,-4
CCc1c(Cc2cccc(F)c2)ncn1CCc1ccccc1OC,-8
COCCN1C(=O)CCC1(C)c1nnnn1-c1c(C)cccc1C (stereo not drawn),2
COCCCNC(=O)C[C@H]1C[C@@]2(C(=O)OC)C(=C[C@H](COCc3ccccc3)O[C@@H]2C)N(CCC2=CCCCC2)C1=O,5
C[C@H]1CN([C@@H](C)CO)C(=O)c2cccc(NC(=O)CCCCCC(=O)Nc3ccccc3N)c2O[C@H]1CN(C)S(C)(=O)=O,-6
COC(=O)[C@]12C[C@H](CC(=O)N3CCSCC3)C(=O)N(CCC3=CCCCC3)C1=C[C@H](COCc1ccccc1)O[C@@H]2C,0
Cc1noc(C)c1S(=O)(=O)N1CCCc2nc(-c3ccccc3)ccc21,0
CCC(=O)N1CCN(c2ccc(NC(=O)c3ccc(N4CCCC4)c([N+](=O)[O-])c3)cc2)CC1,2
CC(=O)c1ccc(S(=O)(=O)NCC2CCN(C(=O)C(=O)c3cccs3)CC2)cc1,-4
CCOC(=O)c1ccc(NC(=O)Nc2nc3ccccc3s2)cc1,-1
COC(=O)c1cc2c(c3c4cc(F)ccc4n(S(=O)(=O)c4cccc(C)c4)c13)C(=O)N(Cc1ccc(N(C)C)cc1)C2,2

# Later entries.
compound,ERp5 block
C=CCN=C1NC(c2ccccc2)C(C(=O)OC)=C(C)N1Cc1ccc(C(F)(F)F)cc1 (stereo not drawn),1
COC(=O)Cc1nnn2c1[C@H](C)[C@@H](OC)c1ccc(C(F)(F)F)cc1-2,3
CCOC(OCC)c1cn(Cc2ccc3c(c2)C(=O)c2ccccc2C3=O)nn1,-2
Cc1cc(N2CCNC[C@@H]2C)ccc1N1CCS(=O)(=O)CC1,0
CCOC(=O)C1=C(C)OC(=Cc2ccccc2)C1=O,3
CCOC(=O)C(CNc1ccc(O)cc1)NC(=O)c1ccccc1 (stereo not drawn),3
CN1C(=O)C(Br)(Br)CC1c1cccnc1 (stereo not drawn),0
CC(C)(C)[S@@](=O)N1Cc2cc(C(=O)O)nc(-c3cccc(-c4cccc(F)c4)c3)c2[C@H]1CCO,-3
Cc1noc(C)c1S(=O)(=O)N1CCCc2nc(-c3ccc(F)cc3)ccc21,1
O=C(NCc1ccccc1)[C@@H]1CCCN1C(=O)[C@H]1CCCN1C(=O)c1ccccc1F,0
CSCCC(c1nc2ccccc2[nH]1)n1c(/C=C/c2ccc(F)c(F)c2)nc2ccccc21 (stereo not drawn),4
